Epigenetic reg = regulators of epigenetic silencing causing reporter derepression in mouse cells. murine LDR cells, GFP reporter derepression, 30 h. AID 1865. 280,000 compounds, 0.2% hits. Potency, µM (highest dose often 53.9 µM), inactives show top-dose GFP activation, usual class: activators; active = well fitted activation curve with a large enough effect; inconclusive = small, poorly fitted or top-dose-only effect; note: % of control where 0% means no effect; nearly all actives have a fitted effect of over 60% in size
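In this reporter-derepression format, murine cells bearing a silenced integrated CMV-GFP locus incubate with test compound (30 h, 37 C), then are washed and imaged; fluorescent objects of 20–120 um count as induced cells.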
Active calls of the source: *. Potency is the fitted concentration of half-maximal effect. Not all compounds are listed. The share of hits here may be higher or lower than overall.

`Cc1cccc(-c2nnc(SCCC(=O)O)o2)c1` gave Epigenetic reg 3.2%.
Screening Cc1cc(C)c(S(=O)(=O)NCC(c2cccs2)S(=O)(=O)c2ccccc2)c(C)c1 (centres undefined) returned Epigenetic reg 4.1%.
COc1cccc(C(=O)Nc2ccc3oc(-c4cccc5c(Br)cccc45)nc3c2)c1 was read as Epigenetic reg -1.6%.
Screening CC1=C(C(=O)Nc2ccc(C)cc2C)C(c2ccc[nH]2)n2ncnc2N1 (centres undefined) returned Epigenetic reg 0.0%.
For Cc1ccc2oc(C(=O)Nc3ccc(S(=O)(=O)Nc4onc(C)c4C)cc3)cc(=O)c2c1 the results were Epigenetic reg -1.0%.
Screening O=C1CN(C(=O)c2ccc(S(=O)(=O)N3CCCC3)cc2)C(c2ccccc2)c2cc(Cl)ccc2N1 (centres undefined) returned Epigenetic reg -0.4%.
`O=S(=O)(Nc1ccc(O)c(Sc2nc3ccccc3s2)c1)c1cc(Cl)ccc1Cl` gave Epigenetic reg 1.4%.
Screening COc1ccccc1C(=O)Nc1nc2n(n1)C(c1ccc(F)cc1)C=C(c1ccc(Cl)cc1)N2 (centres undefined) returned Epigenetic reg -2.4%.
`O=S(=O)(c1ccccc1)c1nc(-c2cccs2)oc1SCc1ccc(F)cc1` gave Epigenetic reg 12%.
Screening COc1ccc(C(=O)Nc2noc3ccccc23)cc1 returned Epigenetic reg -1.9%.
`Cc1c(-c2cccc(NC(=O)Nc3ccc(Cl)cc3)c2)nc2ncccn12` gave Epigenetic reg 0.0%.
Cc1cc(Nc2cccc(F)c2)n2nc(-c3ccco3)nc2n1 was read as Epigenetic reg -5.0%.
`O=C(CSc1n[nH]c(-c2ccccc2Cl)n1)N1CCN(c2ccccc2)CC1` gave Epigenetic reg 3.2%.
For Cc1cccc(OCc2nnc(-c3ccccc3)o2)c1 the results were Epigenetic reg -1.0%.
For COc1cccc(CNC(=O)c2nn(-c3ccccc3Cl)nc2CO)c1 the results were Epigenetic reg 0.0%.

A stretch taken from the entries so far:
`O=S(=O)(c1ccccc1)c1nc(-c2cccs2)oc1SCc1ccc(F)cc1` gave Epigenetic reg 12%.
Screening COc1ccc(C(=O)Nc2noc3ccccc23)cc1 returned Epigenetic reg -1.9%.
`Cc1c(-c2cccc(NC(=O)Nc3ccc(Cl)cc3)c2)nc2ncccn12` gave Epigenetic reg 0.0%.
Cc1cc(Nc2cccc(F)c2)n2nc(-c3ccco3)nc2n1 was read as Epigenetic reg -5.0%.
`O=C(CSc1n[nH]c(-c2ccccc2Cl)n1)N1CCN(c2ccccc2)CC1` gave Epigenetic reg 3.2%.
For Cc1cccc(OCc2nnc(-c3ccccc3)o2)c1 the results were Epigenetic reg -1.0%.
For COc1cccc(CNC(=O)c2nn(-c3ccccc3Cl)nc2CO)c1 the results were Epigenetic reg 0.0%.

More compounds.
Screening CCOC(=O)c1cc(-c2ccc(C)cc2)n(CC(=O)NC2CCCCCC2)c1C returned Epigenetic reg 3.5%.
`CCN(CC)c1ccc(NC(=O)C(Cc2ccccc2)NS(=O)(=O)c2ccc(Br)s2)c(C)c1` (centres undefined) gave Epigenetic reg 4.6%.
`CCN(C(=O)Cc1c(C(=O)O)c(C)cn1C)c1cccc(Cl)c1` gave Epigenetic reg 1.3%.
CCOc1ccc(NC(=O)c2ccc3c(c2)c(C)c(C)n3Cc2ccc(F)cc2)cc1 was read as Epigenetic reg -3.0%.
O=C(Nc1cccc(OCc2cc(=O)n3ccccc3n2)c1)Nc1cccc(C(F)(F)F)c1 was read as Epigenetic reg inconclusive.
`Cc1ccc(N(Cc2cccs2)C(=O)C(C)Oc2ccc(Cl)c(C)c2)cc1` (centres undefined) gave Epigenetic reg -2.4%.
Screening CCOc1ccccc1NC(=O)c1c(C)cc(C)nc1SCC(=O)c1cccc(OC)c1 returned Epigenetic reg -2.4%.
For Cc1ccccc1NC(=O)Cn1c(=O)n(CCc2ccccc2)c(=O)c2ccccc21 the results were Epigenetic reg 8.0%.
CCOC(=O)c1ccc(N2C(=O)c3n[nH]c(-c4ccco4)c3C2c2ccc(F)cc2)cc1 (centres undefined) was read as Epigenetic reg 15%.
Cc1ccc2c(=O)cc(C(=O)Nc3c(C)n(C)n(-c4ccccc4)c3=O)oc2c1 was read as Epigenetic reg -1.0%.
`Cc1[nH]c(=O)[nH]c(=O)c1S(=O)(=O)Nc1cccc(Cl)c1C` gave Epigenetic reg -1.8%.
For CCOC(=O)c1c(C)oc2nc(C)nc(NCC3CCN(Cc4ccc(C)cc4)CC3)c12 the results were Epigenetic reg -1.3%.
Screening Cc1cc(C)cc(N2C(=O)CSC23C(=O)N(CC(=O)NCCc2ccccc2)c2ccccc23)c1 (centres undefined) returned Epigenetic reg 1.3%.
Screening Cc1ccc(-n2nc3c(=O)n(CCCC(=O)NC(C)c4ccccc4)nc(C)c3c2C)cc1 (centres undefined) returned Epigenetic reg 2.8%.
`CC1CCC(Nc2ncnc3onc(-c4ccc(F)cc4)c23)CC1` (centres undefined) gave Epigenetic reg 0.8%.
Screening CCC(C)NC(=O)CCCc1nnc2n(CC(C)C)c(=O)c3sccc3n12 (centres undefined) returned Epigenetic reg -0.1%.
CCCCNC(=O)CCCn1c(=O)c2ccccc2n(Cc2cccc(Cl)c2)c1=O was read as Epigenetic reg -1.8%.
`Cc1c(Cl)cccc1NS(=O)(=O)c1ccc2[nH]cc(C(=O)NC3CCCC3)c(=O)c2c1` gave Epigenetic reg -0.8%.
For CCn1c(C)c(C)c2cc(C(=O)NCCCN3CCCCC3C)ccc21 (centres undefined) the results were Epigenetic reg -2.3%.
`CCCn1c2ccccc2c2cnn(CC(=O)NCCc3ccc(OCC)cc3)c(=O)c21` gave Epigenetic reg 0.0%.
For CCOC(=O)c1ccc(N2CCN(c3cc(C)ccc3C)CC2)c(NC(=O)Nc2ccc(CC)cc2)c1 the results were Epigenetic reg 3.0%.
For CCC(C)OC(=O)/C(C#N)=C/c1ccc(-c2ccc(Br)cc2)o1 (centres undefined) the results were Epigenetic reg inconclusive.
`COc1ccc(CNC(=O)c2ccc3c(c2)N(Cc2ccccc2F)C(=O)c2ccccc2S3=O)cc1` (centres undefined) gave Epigenetic reg -1.1%.
For O=C(NCc1ccc(F)cc1)C(=O)NCC(c1ccco1)S(=O)(=O)c1cccs1 (centres undefined) the results were Epigenetic reg 15%.
`Cc1cccc(C)c1-n1ncc(C(=O)N2CCN(c3ccccn3)CC2)c1C1CCN(C(=O)OC(C)(C)C)CC1` gave Epigenetic reg -1.3%.
O=S(=O)(c1ccccc1)c1nnn2c1nc(NCc1cccs1)c1sccc12 was read as Epigenetic reg 4.9%.
O=C(NCCc1ccccc1)c1ccc2c(c1)N(Cc1ccccc1)C(=O)c1ccccc1S2=O (centres undefined) was read as Epigenetic reg -1.1%.
`COc1cc2oc(=O)c(CC(=O)N3CCCCC3)c(C)c2cc1Cl` gave Epigenetic reg 1.9%.
Screening CCCN1CCN(CCNC(=O)Nc2cc(OC)cc(OC)c2)CC1 returned Epigenetic reg -2.6%.
`COc1ccccc1CNc1cc(C)nc2nc(-c3ccc(C)cc3)nn12` gave Epigenetic reg inconclusive.
Screening CCCC1=Nc2cc(C(=O)NCC(C)c3ccccc3)ccc2Sc2ccccc21 (centres undefined) returned Epigenetic reg -0.2%.
Cc1ccc(Cn2c(=O)c3cccnc3n(Cc3ccc(C)cc3)c2=O)cc1 was read as Epigenetic reg 0.8%.
COc1cccc(Cc2nc3ccccc3nc2SCC(=O)Nc2cccc(C)c2)c1 was read as Epigenetic reg inconclusive.
Screening COc1ccccc1-c1cc(C(=O)N2CCCCC2C)no1 (centres undefined) returned Epigenetic reg -0.9%.
Screening CCc1ccc(NC(=O)CCc2nnc3n(C)c(=O)c4sccc4n23)cc1 returned Epigenetic reg 0.0%.
For CCc1nc2cccnc2n1-c1ccc(CC(=O)Nc2ccccc2Cl)cc1 the results were Epigenetic reg 1.1%.
CC(C)c1ccc(NC(=O)C2CCN(c3nc(-c4ccc(C(C)C)cc4)no3)CC2)cc1 was read as Epigenetic reg 2.0%.
Screening COc1cccc(N2CCN(Cc3cc(=O)oc4cc(C)ccc34)CC2)c1 returned Epigenetic reg -5.0%.
Screening CN(C)c1ccc(C(CNS(=O)(=O)c2ccc(F)cc2)N2CCCC2)cc1 (centres undefined) returned Epigenetic reg -1.7%.
For COc1cc2[nH]c(=O)n(Cc3ccc(C(=O)NCc4ccccc4)cc3)c(=O)c2cc1OC the results were Epigenetic reg 16%.
O=C(Nc1ccccc1)c1ccc(Cl)c(S(=O)(=O)Nc2ccccc2)c1 was read as Epigenetic reg 1.1%.
Screening CCOC(=O)c1cccc(NC(=O)c2cc(CN3CCCC3)on2)c1 returned Epigenetic reg 0.0%.
For Cc1ccc2nc(-c3ccc(Cl)c(NC(=O)c4cccc([N+](=O)[O-])c4C)c3)oc2c1 the results were Epigenetic reg -1.1%.
For COc1ccc(-n2ccn3c(CC(C)(C)CC(=O)O)nnc3c2=O)cc1 the results were Epigenetic reg -0.9%.
Screening Cc1ccc2c(c1)Cc1c(nc(-c3ccc(F)cc3)nc1SCC(=O)N1CCCCC1)O2 returned Epigenetic reg -2.2%.

Part of the list above in order of molar mass, falling.
Screening Cc1ccc2c(c1)Cc1c(nc(-c3ccc(F)cc3)nc1SCC(=O)N1CCCCC1)O2 returned Epigenetic reg -2.2%.
Screening CCCC1=Nc2cc(C(=O)NCC(C)c3ccccc3)ccc2Sc2ccccc21 (centres undefined) returned Epigenetic reg -0.2%.
For CCc1nc2cccnc2n1-c1ccc(CC(=O)Nc2ccccc2Cl)cc1 the results were Epigenetic reg 1.1%.

Additional results.
CCC(Sc1nc2c(sc3ccccc32)c(=O)n1CCc1ccc(OC)c(OC)c1)C(=O)N(CC)CC (centres undefined) was read as Epigenetic reg -1.3%.
`COc1cccc(-c2nc3c(c(SCC(=O)Nc4cccc(C)c4C)n2)Cc2c(CO)cnc(C)c2O3)c1` gave Epigenetic reg 5.6%.
`CCOC(=O)c1c(C)[nH]c(C)c1S(=O)(=O)N(C)CC(=O)Nc1cccc(Cl)c1C` gave Epigenetic reg 2.0%.
`CCCNC(=O)c1cnn2c(C(F)F)cc(-c3ccccc3)nc12` gave Epigenetic reg -1.0%.
COc1ccc(Cl)cc1C(=O)Nc1sc2c(c1C(=O)OC(C)C)CCCC2 was read as Epigenetic reg -0.8%.
`CN(C)c1ccc(CNC(=O)c2cnc3sc(N4CCCC4)nn3c2=O)cc1` gave Epigenetic reg 0.0%.
CCc1c(C)c2cc3c(c(C)c2oc1=O)OCN(CCc1ccccc1F)C3 was read as Epigenetic reg 0.0%.
`CCCCOc1cccc(C(=O)N(Cc2sccc2C)C2CCS(=O)(=O)C2)c1` (centres undefined) gave Epigenetic reg -1.9%.
Screening COc1ccccc1Nc1cc(C(=O)NC2CCC(C)CC2)c2ccccc2n1 (centres undefined) returned Epigenetic reg 4.4%.
Screening Cc1cccc(CN2C(=O)N(c3ccc(C(C)C)cc3)S(=O)(=O)c3ccccc32)c1 returned Epigenetic reg -1.3%.
`CCc1ccc(OCC(=O)Nc2cc3oc4ccccc4c3cc2OC)c(Br)c1` gave Epigenetic reg -1.1%.
Screening Cc1ccc(C)c(NC(=O)CSc2nc(=O)n(CCN(C)C)c3c2CCC3)c1 returned Epigenetic reg 1.3%.
For CCCCN(CC)CCCNC(=O)Cn1ncc2c3ccccc3n(C)c2c1=O the results were Epigenetic reg -5.7%.
`CCOC(=O)c1ccccc1NC(=O)CSc1nccn1Cc1ccco1` gave Epigenetic reg 3.6%.
`O=C(Cn1nc(-c2ccccc2)c2c(c1=O)CCCC2)Nc1ccc(F)c(Cl)c1` gave Epigenetic reg -6.4%.
`Cc1ccc(-c2nnc(SCC(=O)c3ccc(Cl)cc3)n2-c2ccccc2)cc1` gave Epigenetic reg 5.2%.
`CC(Oc1ccccc1F)C(=O)N1CCC(c2nc3ccccc3o2)CC1` (centres undefined) gave Epigenetic reg -1.6%.
`N#Cc1ccccc1NC(=O)C(=O)NCCc1csc(-c2ccc(C(F)(F)F)cc2)n1` gave Epigenetic reg 2.8%.
Screening COc1ccc(CCNC(=O)c2ccc3c(c2)N(Cc2ccccc2F)C(=O)c2ccccc2S3=O)cc1OC (centres undefined) returned Epigenetic reg -0.3%.
`CC1=C(C(=O)Nc2ccccc2)C(c2ccc(C(=O)O)cc2)n2nc(SCC(=O)c3ccc(C)cc3)nc2N1` (centres undefined) gave Epigenetic reg -0.5%.
`Cc1oc(-c2ccccc2F)nc1CSCC(=O)NCCc1ccccc1` gave Epigenetic reg 1.1%.
For COC(=O)CC1c2cc(OC)c(OC)cc2CCN1C(=O)Nc1ccc(C)cc1Cl (centres undefined) the results were Epigenetic reg -3.5%.
For COc1ccc(OC)c(NC(=O)c2cc(S(=O)(=O)NCCc3ccc(Cl)cc3)ccc2F)c1 the results were Epigenetic reg 4.4%.
Cc1cc(NC(=O)CCNS(=O)(=O)c2ccc3c(c2)CCCC(=O)N3)ccc1Br was read as Epigenetic reg -1.3%.
`CCc1ccc(NC(=O)CSc2ncc(S(=O)(=O)c3cc(C)ccc3C)c(=O)[nH]2)cc1` gave Epigenetic reg 0.8%.
CCN(CC)C(=O)c1sc2c(c1C)c(=O)n(CCc1ccccc1)c(=O)n2Cc1cccc(Cl)c1 was read as Epigenetic reg -0.2%.
COC(=O)c1sc(-c2ccccc2)cc1NC(=O)Nc1ccc(Cl)cc1 was read as Epigenetic reg -8.1%.
For COc1ccc(-c2nc(CSCC(=O)N3CCN(c4ccc(F)cc4)CC3)c(C)o2)cc1 the results were Epigenetic reg 0.0%.
For Cc1nn(CC(=O)Nc2cc(F)ccc2F)c(=O)c2cccn12 the results were Epigenetic reg -1.6%.
Screening CCC(=O)N1CCc2cc(S(=O)(=O)NC(CC(C)C)C(=O)NCc3ccc(F)cc3)ccc21 (centres undefined) returned Epigenetic reg -0.8%.
